Bioassay records as filed in PubChem BioAssay.
Mdm2 ligase inh: MDM2-luciferase reporter signal enhancers, primary screen, MDM2 E3 ligase inhibitor project, cell-based, luminescence, 1536-well. E3 ubiquitin-protein ligase Mdm2 (Homo sapiens), Q00987. cell-based MDM2 ubiquitination luciferase reporter, 2 h; 0 = plate control, 100 = twice control, blank-subtracted. signal enhancement, % at 5 µM. 210,000 tested, 0.11% active. AID 1230, 2008;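 active = signal enhancement of 30% or more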;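 also: luminescence tracks abundance of the self-degrading MDM2-luciferase fusion protein; higher signal means inhibition of MDM2 E3 ligase activity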
Target sequence (Q00987 whole entry, looked up, the tested form may be a part): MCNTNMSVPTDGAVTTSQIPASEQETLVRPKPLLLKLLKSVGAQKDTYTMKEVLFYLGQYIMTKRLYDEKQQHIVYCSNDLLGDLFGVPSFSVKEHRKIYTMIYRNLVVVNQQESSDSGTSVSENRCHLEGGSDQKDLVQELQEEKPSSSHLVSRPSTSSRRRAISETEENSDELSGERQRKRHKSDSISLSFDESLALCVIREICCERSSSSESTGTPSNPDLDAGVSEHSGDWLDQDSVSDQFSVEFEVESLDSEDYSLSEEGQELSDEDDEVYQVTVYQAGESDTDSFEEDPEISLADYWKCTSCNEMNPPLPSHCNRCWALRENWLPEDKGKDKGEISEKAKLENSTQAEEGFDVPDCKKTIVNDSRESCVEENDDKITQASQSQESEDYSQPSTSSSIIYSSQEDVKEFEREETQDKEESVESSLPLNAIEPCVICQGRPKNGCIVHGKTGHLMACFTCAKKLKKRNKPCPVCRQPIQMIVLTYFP
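Assay system: mammalian cells stably expressing self-ubiquitinating, self-degrading MDM2 E3–luciferase fusion. Quantity: 2000 cells in each well. Medium: DMEM culture medium. Compound dosing: single-point 5 µM. Timing: cell settling 4 h, compound treatment 2 h, both 37 °C. Technique: luciferase luminescence. Read-out basis: percent signal gain over controls, blank-subtracted. Benchmarks: plate controls and plate blanks.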
hK5 inh: human KLK5 protease inhibitors, primary screen, biochemical, 1536-well | recombinant hK5, fluorogenic AMC substrate cleavage | inhibition, % at 5 µM | Kallikrein-5 (Homo sapiens), Q9Y337 | 210,000 tested, 0.59% active;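 active = inhibition of 40% or more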;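 also: 0% = enzyme controls without compound and 100% = no-enzyme blanks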
eIF4E-4G inh: eIF4E–eIF4G protein interaction inhibitors, primary screen, biochemical, uHTS, TR-FRET, eIF4GI fragment; inhibition, % at 21.7 µM; Eukaryotic translation initiation factor 4E (Mus musculus) + Eukaryotic translation …; TR-FRET eIF4E-eIF4GI(517-606) binding, 2 h; 220,000 tested, 0.37% active; AID 782, 2007;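 active = inhibition above about 30%, limit read from the data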;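 also: 0% = full FRET control wells and 100% = background wells lacking eIF4GI fragment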
FXIIa inh: human FXIIa protease inhibitors, primary screen, biochemical, 1536-well | purified FXIIa, Boc-QGR-AMC fluorogenic substrate, 2 h | inhibition, % at 5 µM | 220,000 tested, 0.3% active; in the data active = inhibition above about 40%;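 also: 0% = enzyme with no compound and 100% = blank without enzyme; many of its hits are not listed in these tables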
Target sequence (P00748 20-372 limits assumed): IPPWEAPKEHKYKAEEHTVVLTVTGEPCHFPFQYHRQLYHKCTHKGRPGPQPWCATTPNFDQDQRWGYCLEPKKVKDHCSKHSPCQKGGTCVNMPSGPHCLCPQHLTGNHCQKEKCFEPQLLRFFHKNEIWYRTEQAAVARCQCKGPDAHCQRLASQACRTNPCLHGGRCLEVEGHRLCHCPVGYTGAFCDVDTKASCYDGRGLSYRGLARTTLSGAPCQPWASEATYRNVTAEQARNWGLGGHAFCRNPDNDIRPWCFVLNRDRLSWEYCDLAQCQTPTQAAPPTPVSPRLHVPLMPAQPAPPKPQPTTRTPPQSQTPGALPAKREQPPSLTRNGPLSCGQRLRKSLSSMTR
Target sequence (P00748 373-615 limits assumed): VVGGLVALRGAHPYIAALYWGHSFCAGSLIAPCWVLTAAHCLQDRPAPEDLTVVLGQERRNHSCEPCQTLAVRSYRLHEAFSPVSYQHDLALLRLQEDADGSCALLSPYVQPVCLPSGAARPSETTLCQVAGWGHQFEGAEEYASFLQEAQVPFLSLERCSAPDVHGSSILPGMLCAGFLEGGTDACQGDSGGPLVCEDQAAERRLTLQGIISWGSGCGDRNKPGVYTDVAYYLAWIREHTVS
Rad51 HR inh: human RAD51 strand exchange inhibitors, primary screen, biochemical, fluorescence. DNA repair protein RAD51 homolog 1 (Homo sapiens), Q06609. hRad51 DNA strand exchange, fluorescence dequenching. inhibition, % at 10 µM. 200,000 tested, 0.085% active. AID 1385, 2008;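 active = inhibition above 40% at the single screening dose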;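 also: 0% = DMSO control wells and 100% = blanks with heterologous ssDNA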
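Test system: preformed human Rad51 ssDNA filaments; also added: Donor/quencher-labelled 47-bp dsDNA substrate; doses: 10 µM final, single point; times: 37 °C 15-min filament assembly, 30-min compound preincubation, 15-min exchange; detection: FRET fluorescence dequenching, excitation 485 nm, emission 520 nm; read-out basis: Fluorescence-based percent inhibition, control- and blank-normalised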
FXIa inh: human FXIa protease inhibitors, primary screen, biochemical, 1536-well | Coagulation factor XI (Homo sapiens), P03951 | purified FXIa, Boc-Glu-Ala-Arg-AMC fluorogenic substrate | inhibition, % at 5 µM | 220,000 tested, 0.14% active;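 active = inhibition of at least 40%; inactive = inhibition below 40%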;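 also: fluorescence of freed AMC excited at 355 nm; 0% = enzyme without compound and 100% = no enzyme blank; many of its hits are not listed in these tables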
p97 inhibitor: inhibitors of human p97 ATPase, primary screen, biochemical | Transitional endoplasmic reticulum ATPase (Homo sapiens), P55072 | recombinant p97 ATPase, Kinase-Glo ATP luminescence, 3 h | inhibition, % at 8 µM | 220,000 tested, 0.42% active | AID 1481, 2009; in the data active = inhibition above about 15%;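 also: 0% = DMSO vehicle and 100% = wells lacking enzyme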
14-3-3 Bad inh: inhibitors of 14-3-3 zeta/Bad binding, primary screen, biochemical, TR-FRET, bovine 14-3-3 zeta; TR-FRET 14-3-3zeta/Dy647-pBad peptide displacement, 1 h; inhibition, % at 21.7 µM; 220,000 tested, 0.71% active; AID 781, 2007;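 active = inhibition above about 70%, limit read from the data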;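 also: 0% = full 14-3-3 plus peptide FRET controls and 100% = background without 14-3-3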
Wee1 degr inh: Wee1 degradation inhibitors, primary screen, cell-based, HeLa, Wee1K328M-luciferase, luminescence; HeLa Luc-Wee1K328M stability; 100% = proteasome inhibitor MG132 effect; 220,000 tested, 1.2% active; reporter increase, % at 5 µM;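 active = activation above the mean of all tested compounds plus 3 SD, set per screening run, cut at about 8.8% in these data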;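 also: cells exposed to compound for 20 h before luminescence read; 0% = DMSO alone and 100% = MG132 at 30 µM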
* marks the source's active call; other numbers are inactive results; / = not tested or not shown; [ ] = another dose, or the depositor's remark.

SMILES	Mdm2 ligase inh	hK5 inh	eIF4E-4G inh	FXIIa inh	Rad51 HR inh	FXIa inh	p97 inhibitor	14-3-3 Bad inh	Wee1 degr inh
O=C(COC(=O)c1cccc(F)c1)Nc1cccnc1Cl	-4	2	-4	10	4	-1	-1	9	0
COc1ccc(CCNCC(=O)Nc2ccc(C)c(S(=O)(=O)N(C)C)c2)cc1OC	-25	-7	5	8	23	-5	-3	23	-3
O=C(COC(=O)c1cccnc1Cl)c1ccc2c(c1)OCCO2	0	-6	4	-1	23	-5	-2	-4	1
Cc1ccc(OCC(=O)n2nc(C)cc2C)c(Br)c1	/	-12	-1	18	1	8	-6	0	1
CSc1cnn(-c2ccccc2)c(=O)c1SC	-2	-11	4[fluorescence artefact?]	16	-4	4	1	-4[fluorescence artefact?]	-2
N#C/C(=C/c1ccc(F)cc1)C(N)=S	-17	2	2	8	3	-1	-1	-19	-4
O=C(NC(=S)NCc1ccccc1)c1ccccc1F	4	29	9[fluorescence artefact?]	26	0	15	0	-8	0
COc1ccc(S(=O)(=O)NCc2cc(-c3ccccc3Cl)no2)cc1	0	-4	-2	6	-7	-9	-4	-1	1
CCOc1ccc(-n2ccnc2SCC(=O)N2CCCc3ccccc32)cc1	2	-10	-5	6	-3	6	-1	-2	-1
COc1cc(/C=C2/N=C(C3CCCCC3)OC2=O)cc(OC)c1OC	-12	-11	-3	17	-3	8	2	-3[fluorescence artefact?]	-2
CCn1nc(C)c(/C=N/NC(=O)c2c[nH]c3ccccc23)c1C	-4	-4	-30	9	8	4	-2	6	2
CC(C)NC(=O)C(=O)NCCCOC(C)C	-4	-9	6	11	7	0	6	-8	-1
O=C(Nc1cccnc1)/C(N=Nc1c(Cl)cccc1Cl)=C(\O)c1ccccc1	-86	26	5	22	10	5	-4	1[fluorescence artefact?]	-1
CCc1nnc(NC(=O)Cc2ccc(OC)c(OC)c2)s1	-1	-1	-1	6	-25	-1	1	-10	-3
COc1ccc(-c2cc(C(=O)OCC(=O)N(C)C3CCS(=O)(=O)C3)c3ccccc3n2)cc1OC (stereo not drawn)	-21	-23	4	-3	9	-3	2	-8	-3
CC(=O)N/N=C/C1=CCC2CC1C2(C)C (stereo not drawn)	-11	0	-1	6	-10	-4	-3	1	-1
COc1ccc(Cl)cc1C(=O)NNC(=O)c1cccc([N+](=O)[O-])c1	-15	-17	-6	-3	-1	-1	0	-3	1
BrC(=C\c1ccccc1)/C=N/N1CCN(c2ccccn2)CC1	-18	-24	26[fluorescence artefact?]	10	5	2	-6	-3[fluorescence artefact?]	0
CCn1nc(C)c(CNCc2cn[nH]c2-c2cc3ccccc3o2)c1C	-14	-1	-1	8	0	0	2	3	1
CCOC(=O)NCc1ccc(S(=O)(=O)Nc2ccc(C)cc2)cc1	0	4	1	18	2	11	-2	6	4
Cc1nc2sc(-c3ccccc3)cc2c(=O)[nH]1	-71	-6	-9	5	1	-1	-11	10	-1
O=C(CSc1nnnn1-c1cccc(Cl)c1)Nc1ccc2c(c1)CCC2	-11	-4	3	8	-5	7	4	-4	1
Cn1c(=O)c2c(nc(SCc3cccnc3)n2Cc2ccccc2)n(C)c1=O	-12	-10	-3[fluorescence artefact?]	14	-1	3	2	-8	0
CN(C)c1nc(N(C)C)nc(N(C#N)CN2C(=O)c3ccccc3C2=O)n1	-12	-4	9	3	-12	-3	4	5[fluorescence artefact?]	2
S=C(Nc1ccc2nc(-c3ccccn3)c(-c3ccccn3)nc2c1)N1CCCCCC1	-5	0	2	8	-9	-3	-2	-11	0

Further records follow.
SMILES	Mdm2 ligase inh	hK5 inh	eIF4E-4G inh	FXIIa inh	Rad51 HR inh	FXIa inh	p97 inhibitor	14-3-3 Bad inh	Wee1 degr inh
Cc1cccc(NC(=O)c2c(C)nn(-c3ccccc3)c2Cl)c1	4	1	-3	7	-2	-3	1	0	2
COc1ccccc1NS(=O)(=O)c1cccc(NC(=O)NC2CCCCC2)c1	-3	-5	0	3	-3	-3	1	0	-3
COc1cc(Cl)c(C)cc1NC(=O)c1ccc2c(SCC(=O)O)c3c(nc2c1)CCCC3	1	0	5	11	3	4	-2	14	-2
CCOC(=O)c1[nH]cnc1C(=O)Nc1ccccn1	-10	-10	3	16	-1	2	6	2	3
CSc1ccccc1NC(=O)CN(C)CC(=O)Nc1ccccc1N1CCOCC1	-15	-1	2	6	-2	-3	4	-9	6
CC(=O)NCCn1c(SCC(=O)c2ccccc2)nc2ccccc2c1=O	-14	-4	-5	13	2	-3	4	-1	3
O=C1CC(c2cccc(Cl)c2)C(n2cncn2)C(=O)C1C1NCCc2ccccc21 (stereo not drawn)	-6	-9	-1[fluorescence artefact?]	17	-12	-1	-1	-1	-1
CN(Cc1cccs1)C(=O)CCCc1c[nH]c2ccccc12	-5	-5	2	7	-9	-3	-9	-3	1
Cc1cc(C(=O)NC(=S)Nc2ccccc2N2CCCC2)ccc1[N+](=O)[O-]	-4	-4	6	6	-14	3	4	-10[fluorescence artefact?]	0
COC(=O)c1ccccc1NC(=O)COc1ccccc1[N+](=O)[O-]	-1	0	-2	5	18	7	0	-24	3
CCc1cc(=O)oc2cc3occ(C)c3cc12	-7	-13	19	0	8	-5	0	4[fluorescence artefact?]	-3
CC(C)Cc1nc2sc3c(NCc4ccco4)ncnc3c2c2c1COC(C)(C)C2	-13	-23	-2	8	-11	2	-3	-10	0
O=C(COC(=O)c1ccc(NS(=O)(=O)c2cccs2)cc1O)NC1CCCCC1	-17	2	-4	7	3	8	7	6	-1
Cn1cccc1/C=C(\C#N)c1ccccc1	0	-1	2	4	-1	-3	-5	-4	-2
CCOc1ccc(N2C(=O)CC(N(Cc3ccco3)C(C)=O)C2=O)cc1 (stereo not drawn)	3	2	0	4	-2	-1	3	4	9
O=C(COC(=O)c1cccc(S(=O)(=O)N2CCCC2)c1)NCc1ccccc1	-14	-13	-1	5	18	-4	0	-13	3
O=C(CCS(=O)(=O)c1ccc(Br)cc1)NCc1cccs1	-13	4	5	-5	/	-9	4	-3	2
CCCc1cc(=O)[nH]c(SCC(=O)c2c(C)[nH]c3ccccc23)n1	-20	34	4	6	-4	-6	-1	-3	-2
COCCNC(=S)N1CCN(C)CC1	/	1	-3	12	6	0	5	39	3
CC(=Nc1ccccc1O)c1sc2ccccc2c1O	-10	5	-2	10	-147	1	7	-5	-2
CCC(C)c1ccc(OCCCCN2CCOCC2)cc1 (stereo not drawn)	-4	-4	2	15	1	0	-4	33	-2
COc1cc(NC(=O)c2ccccc2)c(OC)cc1NC(C)=O	-29	-8	6	7	-1	-9	2	4	-2
OC(COc1ccc2c(c1)CCC2)Cn1cnc2ccccc21 (stereo not drawn)	-12	-10	8[fluorescence artefact?]	-4	128*	-14	-8	23[fluorescence artefact?]	0
CCOc1ccccc1NC(=O)c1ccccc1N(C)S(C)(=O)=O	-10	-9	-1	11	9	-1	-1	0	-2
COc1ccc(C(=O)Cn2nnc(-c3ccccc3NC(=O)C3CC3)n2)cc1	-13	-10	-3	10	4	23	2	0	-2

The last 4 records of the part before come first, to join the parts.
SMILES	Mdm2 ligase inh	hK5 inh	eIF4E-4G inh	FXIIa inh	Rad51 HR inh	FXIa inh	p97 inhibitor	14-3-3 Bad inh	Wee1 degr inh
COc1cc(NC(=O)c2ccccc2)c(OC)cc1NC(C)=O	-29	-8	6	7	-1	-9	2	4	-2
OC(COc1ccc2c(c1)CCC2)Cn1cnc2ccccc21 (stereo not drawn)	-12	-10	8[fluorescence artefact?]	-4	128*	-14	-8	23[fluorescence artefact?]	0
CCOc1ccccc1NC(=O)c1ccccc1N(C)S(C)(=O)=O	-10	-9	-1	11	9	-1	-1	0	-2
COc1ccc(C(=O)Cn2nnc(-c3ccccc3NC(=O)C3CC3)n2)cc1	-13	-10	-3	10	4	23	2	0	-2
Cn1c(=O)[nH]c(=O)c2c1nc(SCC(=O)Nc1ccccc1)n2Cc1ccccc1	-13	-3	3	-4	-5	0	10	5	0
Cn1c(=O)c2[nH]cnc2n(C)c1=O	/	6	3	16	-2	18	5	4	1
Cc1ccc(C)c(NC(=O)COc2cccc3c2CCN(Cc2ccccc2)C3=O)c1	-9	2	7	13	7	6	2	7	1
C#CCOC(=O)Nc1cccn(Cc2c(Cl)cccc2Cl)c1=O	-4	-10	-4	8	-1	-7	0	0	1
CCCCCC(=O)Nc1ccc(-c2csc(C)n2)cc1	13	-5	12[fluorescence artefact?]	17	4	7	-1	-19[fluorescence artefact?]	2
COc1ccc(NC2=CC(=O)CC(c3ccccc3)C2)c(OC)c1 (stereo not drawn)	-7	8	-5	6	-6	11	-2	-5	0
COc1ccc(CCNC(=O)c2ccc(CNc3nc(=S)[nH]c4ccccc34)cc2)cc1OC	0	-8	-3	5	7	0	2	-6	3
COc1ccc(-c2nnc(SCc3nc4ccccc4c(=O)[nH]3)o2)cc1	-9	-1	6	6	-4	8	-3	45	0
O=C(O)/C=C/C(=O)Nc1ccc(F)cc1F	6	-2	3	3	4	-6	-4	18	-1
Cc1cccc(COCC(Cc2ccccc2)N2CCN(C(=O)c3cccc(Cl)c3)CCC2=O)c1 (stereo not drawn)	/	-2	4	14	-4	3	1	-7	-1
CC1CCc2c(sc3nc(SCC(=O)NCc4ccco4)nc(N)c23)C1 (stereo not drawn)	-21	-38	0	12	/	4	1	-12	3
Cc1c(C(=O)OCc2ccccc2)[nH]c2c1C(=O)CC(c1ccco1)C2 (stereo not drawn)	-20	-40	15	11	3	1	3	1	-2
O=C(NC1CCCCC1)C(c1cc2c(cc1[N+](=O)[O-])OCO2)N1CCCCC1 (stereo not drawn)	-2	-6	1	12	/	8	3	-8	2
CN(Cc1cccnc1)Cc1cn(Cc2ccccc2)nc1-c1ccc2c(c1)OCO2	-10	0	1	6	-2	2	2	-6	1
O=C(O)CCCC(=O)Nc1ccc(C(=O)N2CCCCC2)cc1	-2	-2	-10	19	2	2	1	7	-1
Cc1c(NC(=O)c2ccc3c(c2)OCO3)cccc1-c1nc2ccccc2s1	-12	-1	0	8	4	1	13	4[fluorescence artefact?]	-1
CCc1nc2n[nH]c(N)c2c2c1CSC(C)(C)C2	-5	-21	5	0	-1	0	4	-2	0
Cn1nnc2cc(C(=O)Nc3ccc(Cl)cc3)ccc21	0	5	-3	11	-1	0	5	-6	-2
C=CCOc1c(/C=N\NC(N)=O)cccc1OC	-12	-7	-4	5	18	-2	10	2	0
Cc1ccccc1NC(=O)C1(C)Cc2ccccc2C(=O)O1 (stereo not drawn)	8	-10	0	9	-5	4	2	5	4
